FXIIa inh – blocks human coagulation factor XIIa protease activity | P00748 | purified FXIIa, Boc-QGR-AMC fluorogenic substrate, 2 h | inhibition, % at 5 µM | hit rate 0.3% among 220,000; in the data active = inhibition above about 40%;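 also: 0% = enzyme with no compound and 100% = blank without enzyme; many of its hits are not listed in these tables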
Target sequence (P00748 20-372 limits assumed): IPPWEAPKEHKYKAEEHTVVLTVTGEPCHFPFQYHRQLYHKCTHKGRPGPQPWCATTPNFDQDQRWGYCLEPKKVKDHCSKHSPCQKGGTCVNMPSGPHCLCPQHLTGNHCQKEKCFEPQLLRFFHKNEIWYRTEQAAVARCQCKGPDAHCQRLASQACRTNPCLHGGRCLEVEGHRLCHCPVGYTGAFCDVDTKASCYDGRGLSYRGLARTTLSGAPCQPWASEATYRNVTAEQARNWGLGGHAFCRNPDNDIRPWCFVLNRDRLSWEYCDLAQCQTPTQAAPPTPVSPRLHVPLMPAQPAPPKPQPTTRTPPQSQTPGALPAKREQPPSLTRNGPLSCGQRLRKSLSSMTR
Target sequence (P00748 373-615 limits assumed): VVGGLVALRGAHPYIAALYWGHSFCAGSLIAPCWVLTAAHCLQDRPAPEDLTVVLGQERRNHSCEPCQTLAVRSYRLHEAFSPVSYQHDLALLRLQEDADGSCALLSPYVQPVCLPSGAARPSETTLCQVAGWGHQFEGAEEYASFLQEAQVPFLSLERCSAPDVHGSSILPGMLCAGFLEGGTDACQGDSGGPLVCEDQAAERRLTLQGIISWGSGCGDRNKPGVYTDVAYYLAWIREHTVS
hK5 inh – kallikrein 5 (human) inhibition | inhibition, % at 5 µM | hit rate 0.59% among 210,000 | recombinant hK5, fluorogenic AMC substrate cleavage | Q9Y337 | AID 873;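 active = inhibition of 40% or more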;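 also: 0% = enzyme controls without compound and 100% = no-enzyme blanks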
Target sequence (Q9Y337 67-293 limits assumed): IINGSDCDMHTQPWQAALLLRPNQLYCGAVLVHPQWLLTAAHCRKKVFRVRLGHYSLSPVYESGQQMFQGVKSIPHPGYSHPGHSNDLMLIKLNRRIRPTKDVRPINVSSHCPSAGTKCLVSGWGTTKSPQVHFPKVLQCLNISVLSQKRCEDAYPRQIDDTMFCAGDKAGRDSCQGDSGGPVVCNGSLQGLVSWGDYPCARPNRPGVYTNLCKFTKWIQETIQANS
14-3-3 Bad inh – disrupts binding of bovine 14-3-3 zeta to phospho-Bad peptide | inhibition, % at 21.7 µM | TR-FRET 14-3-3zeta/Dy647-pBad peptide displacement, 1 h | AID 781 | hit rate 0.71% among 220,000;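 active = inhibition above about 70%, limit read from the data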;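 also: 0% = full 14-3-3 plus peptide FRET controls and 100% = background without 14-3-3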
eIF4E-4G inh – eIF4E/eIF4G interaction inhibition in translation initiation. P63073+Q04637. TR-FRET eIF4E-eIF4GI(517-606) binding, 2 h. inhibition, % at 21.7 µM. hit rate 0.37% among 220,000. AID 782;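 active = inhibition above about 30%, limit read from the data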;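 also: 0% = full FRET control wells and 100% = background wells lacking eIF4GI fragment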
Mdm2 ligase inh – inhibitors of human Mdm2 E3 ubiquitin ligase. cell-based MDM2 ubiquitination luciferase reporter, 2 h; 0 = plate control, 100 = twice control, blank-subtracted. AID 1230. Q00987. signal enhancement, % at 5 µM. hit rate 0.11% among 210,000;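 active = signal enhancement of 30% or more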;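 also: luminescence tracks abundance of the self-degrading MDM2-luciferase fusion protein; higher signal means inhibition of MDM2 E3 ligase activity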
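Material: stable MDM2–luciferase fusion reporter cells / Quantity: 2000 cells/well / Dosing: single 5 µM compound dose, 0.2% final DMSO / Buffer or medium: DMEM / Schedule: 4 h cell settling then 2 h compound exposure, 37 °C / Detection: luminescence with SteadyLite reagent, 15 min at room temperature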
Wee1 degr inh – inhibitors of human Wee1 degradation; hit rate 1.2% among 220,000; P30291; reporter increase, % at 5 µM; HeLa Luc-Wee1K328M stability, luciferase luminescence; 100% = proteasome inhibitor MG132 effect;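 active = activation above the mean of all tested compounds plus 3 SD, set per screening run, cut at about 8.8% in these data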;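 also: cells exposed to compound for 20 h before luminescence read; 0% = DMSO alone and 100% = MG132 at 30 µM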
p97 ATPase inh – inhibitors of human p97 ATPase. P55072. recombinant p97 ATPase, Kinase-Glo ATP luminescence, 3 h. inhibition, % at 8 µM. hit rate 0.42% among 220,000. AID 1481; in the data active = inhibition above about 15%;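 also: 0% = DMSO vehicle and 100% = wells lacking enzyme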
Rad51 HR inh – Rad51 (human) homologous recombination inhibition. inhibition, % at 10 µM. hRad51 DNA strand exchange, fluorescence dequenching. AID 1385. hit rate 0.085% among 200,000. Q06609;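 active = inhibition above 40% at the single screening dose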;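 also: 0% = DMSO control wells and 100% = blanks with heterologous ssDNA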
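material = hRad51 filaments on single-stranded DNA | timing = filaments 15 min 37 °C, then compound 30 min | signal = FRET fluorescence dequenching, excitation 485 nm, emission 520 nm | benchmarks = control wells and blank wells on each plate | evaluation = percent inhibition relative to plate controls and blanks | compound = 10 µM final, single point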
FXIa inh – inhibitors of human coagulation factor XIa. purified FXIa, Boc-Glu-Ala-Arg-AMC fluorogenic substrate. hit rate 0.14% among 220,000. P03951. inhibition, % at 5 µM;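 active = inhibition of at least 40%; inactive = inhibition below 40%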;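 also: fluorescence of freed AMC excited at 355 nm; 0% = enzyme without compound and 100% = no enzyme blank; many of its hits are not listed in these tables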
Numbers without * were called inactive; . = no result given; & = joins results of further samples; [ ] = dose if it differs, or a comment.

SMILES | FXIIa inh | hK5 inh | 14-3-3 Bad inh | eIF4E-4G inh | Mdm2 ligase inh | Wee1 degr inh | p97 ATPase inh | Rad51 HR inh | FXIa inh
COc1ccccc1C(=O)N1CCN(S(=O)(=O)Cc2ccccc2)CC1 | 14 | -16 | -9[fluorescence artefact?] | 3 | -7 | -2 | 2 | 2 | -6
CCCCC(CC)Cn1c2nc3ccccc3nc2c2c(=N)oc(C)nc21 (stereo not drawn) | 8 | 1 | -1[fluorescence artefact?] | -2[fluorescence artefact?] | -11 | -2 | 4 | . | 0
CCCCN1C(=O)C(O)=C(C(C)=O)C1c1ccccc1[N+](=O)[O-] (stereo not drawn) | 8 | 1 | -6 | 0 | 5 | -4 | 2 | -7 | 0
Cc1nc(S(=O)(=O)c2ccc(Cl)cc2)nc2c1CCC2 | 13 | 3 | 1 | 0[fluorescence artefact?] | -17 | -2 | 2 | . | 1
Clc1ccccc1C(c1ccccc1)(c1ccccc1)n1ccnc1 | 3 | -8 | -4 | 3 | -10 | -4 | 1 | 2&-26 | -2
COc1ccc(CCN=C(N)NS(=O)(=O)c2ccccc2)cc1 | 11 | -6 | -7 | 8 | -2 | 0 | 2 | -4 | 9
O=C(O)CCc1ccc(-c2ccc(Br)cc2)o1 | 14 | 0 | 9 | -5 | -2 | 0 | -8 | -3 | 0
O=C(Nc1ccc(OC(F)(F)F)cc1)c1[nH]ncc1[N+](=O)[O-] | 12 | -17 | -14 | 0 | 18 | -1 | 4 | 18 | 1
Cc1ccc(NC(=O)Cn2ccc([N+](=O)[O-])n2)cc1Cl | 12 | 0 | -2 | 0 | 2 | 1 | 2 | -7 | -14
CCOC(=O)NC(=O)C(=CNc1cccc(C)c1)C(=O)NC(=O)OCC | 9 | -8 | 4[fluorescence artefact?] | 3 | 4 | 0 | 0 | 10 | 7
O=C(CCN1C(=O)COc2ccccc21)NCCCN1CCc2ccccc2C1 | 11 | -6 | 2 | 7 | -19 | -2 | -4 | 0 | -1
CC(=O)Oc1ccc2c(c1)OC(c1ccccc1)CC21CC(C)(C)NC(=S)N1 (stereo not drawn) | -9 | 0 | 4[fluorescence artefact?] | 39* | -12 | -2 | -8 | . | -6
CCOC(=O)c1c(C(F)(F)F)nc2ncccn12 | 17 | 7 | 7 | -2 | 6 | 0 | -6 | -4 | 2
CCOC(=O)c1c(N)sc(C(C)=O)c1C | -2 | 3 | -18 | 13[fluorescence artefact?] | -6 | 2 | 1 | -6 | 4
C=CCn1c(-c2cccnc2)n[nH]c1=S | 16 | -16 | -13[fluorescence artefact?] | -2 | -4 | 0 | 3 | 5 | 7
CC1CCC2(CC1)NC(=S)N(c1ccccc1)N2 (stereo not drawn) | -2 | -14 | -8 | -2 | -5 | 0 | 1 | 1 | -7
CC(=O)Nc1cc(ON=C(C)C)cc([N+](=O)[O-])c1 | 12 | -11 | 65 | 6[fluorescence artefact?] | -12 | -1 | -4 | 21 | 7
CN(Cc1ccccc1)C(=O)Nc1ccccc1 | 22 | 17 | -2 | -3 | -12 | 0 | 4 | 4 | 7
Cc1ccccc1OC(C)C(=O)NC1CCCC1 (stereo not drawn) | 6 | -15 | -10[fluorescence artefact?] | -10[fluorescence artefact?] | -11 | 0 | 0 | 4 | 4
CC1Cc2ccccc2N1C(=O)CCS(=O)(=O)c1cccc2nonc12 (stereo not drawn) | -12 | -6 | 3 | -2 | 0 | 0 | 0 | 5 | -4
COc1ccccc1CN(Cc1nc2ccccc2c(=O)[nH]1)C(=O)Nc1ccccc1 | 10 | -17 | 3[fluorescence artefact?] | -3 | -6 | -1 | 12 | -8 | -2
Cc1ccc(S(=O)(=O)N2CCCC(C(=O)Nc3ccc(NC(=O)c4ccccn4)cc3)C2)cc1 (stereo not drawn) | 15 | 0 | -3 | 2 | -1 | 1 | -1 | 0 | 5
CCOc1ccc(NC2CCN(C(C)=O)CC2)cc1 | 13 | -2 | 9[fluorescence artefact?] | -5[fluorescence artefact?] | -12 | 6 | 0 | -3 | -3
COc1ccc(-c2cc3ncc(-c4ccccc4)c(N)n3n2)cc1 | 5 | -6 | -15 | 2 | -27 | 5 | -4 | 13 | -5
O=C(C1CCN(c2nc3nonc3nc2N2CCCCC2)CC1)N1CCOCC1 | 10 | . | -3 | 1 | -3 | -1 | 3 | 13 | 0

Part of the list above, showing only FXIIa inh and FXIa inh.
mol | FXIIa inh | FXIa inh
Clc1ccccc1C(c1ccccc1)(c1ccccc1)n1ccnc1 | 3 | -2
COc1ccc(CCN=C(N)NS(=O)(=O)c2ccccc2)cc1 | 11 | 9

Quoted from the results shown, 2 compounds:
SMILES | FXIIa inh | hK5 inh | 14-3-3 Bad inh | eIF4E-4G inh | Mdm2 ligase inh | Wee1 degr inh | p97 ATPase inh | Rad51 HR inh | FXIa inh
CC1Cc2ccccc2N1C(=O)CCS(=O)(=O)c1cccc2nonc12 (stereo not drawn) | -12 | -6 | 3 | -2 | 0 | 0 | 0 | 5 | -4
COc1ccccc1CN(Cc1nc2ccccc2c(=O)[nH]1)C(=O)Nc1ccccc1 | 10 | -17 | 3[fluorescence artefact?] | -3 | -6 | -1 | 12 | -8 | -2

Next part
SMILES | FXIIa inh | hK5 inh | 14-3-3 Bad inh | eIF4E-4G inh | Mdm2 ligase inh | Wee1 degr inh | p97 ATPase inh | Rad51 HR inh | FXIa inh
COc1ccc(/C=N/NC(=O)CCC(=O)Nc2ccccc2)cc1OC | 7 | -4 | -1[fluorescence artefact?] | 1[fluorescence artefact?] | -1 | -1 | 10 | 1 | -5
CC(=O)c1cc(-c2ccc(F)cc2)n(CCC(=O)Nc2cccc(C)n2)c1C | 8 | -1 | -11 | -5 | -22 | 1 | 2 | -1 | 2
OC(COc1ccc(CNCCc2ccc(C(F)(F)F)cc2)cc1)CN1CCCCC1 (stereo not drawn) | 6 | 3 | 12 | -1 | -10 | -3 | -9 | -4 | -6
CN(C)S(=O)(=O)N(CC(=O)N(Cc1ccccc1)Cc1ccccc1)c1ccccc1 | 9 | 2 | 50 | -2 | -17 | 0 | -10 | . | -20
C(=C\CSc1nnnn1-c1ccccc1)/CSc1nnnn1-c1ccccc1 | 13 | -15 | -3 | -10 | -9 | -1 | 2 | -10 | 1
O=c1c2ccccc2nc(SCc2nc3ccccc3s2)n1Cc1ccco1 | 4 | -5 | -10 | -7 | -29 | -3 | -1 | 3 | -9
NC(=O)C(c1ccccc1)C1CCCC1 (stereo not drawn) | 16 | 4 | -1 | -7 | -13 | -3 | -2 | -2 | 5
Cc1ccc(Cn2c(SCC(N)=O)nc3c2c(=O)n(C)c(=O)n3C)cc1 | 4 | -23 | -3 | 2 | -15 | 3 | -2 | -3 | 5
O=C(Cc1ccccc1[N+](=O)[O-])Nc1ccc2c(c1)OCCO2 | 10 | -1 | 7[fluorescence artefact?] | -2 | -8 | -2 | 7 | 8 | 4
CN1CCN(C(=S)c2ccc(OCC(=O)Nc3cccc(C(F)(F)F)c3)cc2)CC1 | 1 | -11 | -10 | 0[fluorescence artefact?] | -7 | -4 | -5 | 3 | -5
CC(=O)Nc1cccc(Oc2ccc(-c3noc(C)n3)cc2)c1 | 4 | -1 | -5 | -1 | -19 | 4 | -5 | 0 | 6
Cc1cc(C)n(-c2ccc(C(=O)NCc3ccc4c(c3)OCO4)cc2)n1 | 13 | 16 | 7 | -1 | 5 | 0 | 1 | -1 | 3
CC(C)NC(=O)NC(=O)CSc1nncs1 | 1 | -6 | 0 | 2 | -16 | -2 | 8 | -3 | -4
COc1ccc(OCC(O)CNC(=O)Nc2ccc(F)cc2)cc1 (stereo not drawn) | 11 | -2 | -4 | 0 | 0 | 0 | 3 | 18 | 3
COc1ccc2[nH]c(=O)c(CN(CC3CCCO3)C(=S)Nc3cccc(C)c3)cc2c1 (stereo not drawn) | 13 | . | -15 | 2 | -7 | 1 | 2 | 0 | 3
CCOC(=O)C1CCCN(c2c(NCCN3CCCCC3CC)c(=O)c2=O)C1 (stereo not drawn) | 21 | -4 | 9 | 3 | -7 | 3 | 2 | 10 | 15
Cc1ccc(C(=O)OCc2cn3ccccc3n2)cc1 | 12 | -5 | -10 | -1 | -15 | -1 | 3 | -10 | 0
CCN(CC)CCCC(C)NC1=NCCCCC1 (stereo not drawn) | 18 | -20 | -7[fluorescence artefact?] | 0[fluorescence artefact?] | -10 | -3 | 5 | -1 | 3
Cc1cc(NC(=O)c2ccc3c(c2)OCCO3)ccc1NC(=O)c1ccco1 | 1 | -2 | 8 | 1 | -13 | 8 | -14 | -5 | -3
COc1ccc(/C=C/C(=O)Oc2ccc(/C=N/NC(=O)c3ccccc3)cc2)cc1OC | 2 | -1 | 10 | 0 | -7 | 0 | 0 | -7 | 4
Cn1c(N)c(C(=O)COC(=O)CCCN2C(=O)c3ccccc3C2=O)c(=O)n(C)c1=O | 7 | -8 | -11 | -1 | -7 | 1 | 1 | 7 | 1
O=C(NCc1ccco1)c1cc(S(=O)(=O)N2CCCc3ccccc32)ccc1Cl | 12 | -11 | 1 | 0 | 21 | 0 | 0 | 7 | 5
CCOc1ccc(NC(=O)C(C)Sc2nnc(C)n2C)cc1 (stereo not drawn) | 14 | -8 | 0[fluorescence artefact?] | 4[fluorescence artefact?] | -13 | -2 | -5 | -1 | 6
CCOCCCN1C(=O)CN(C2CCCCC2)C(=O)C1c1ccc(OC)c(OC)c1 (stereo not drawn) | 9 | -2 | 11 | -3 | -11 | 1 | -1 | -6 | 6
CCSCCNC(=O)c1cc(-n2cnnc2)ccc1Cl | 17 | -23 | 13[fluorescence artefact?] | 2 | -17 | -1 | -7 | -5 | 11
CC(=O)Nc1ccc(S(=O)(=O)Nc2nnc(C3CCCCC3)s2)cc1 | 19 | 1 | 14 | 6 | -17 | 0 | -1 | -11 | 9

Entries above shown as hits in eIF4E-4G inh.
SMILES | FXIIa inh | hK5 inh | 14-3-3 Bad inh | eIF4E-4G inh | Mdm2 ligase inh | Wee1 degr inh | p97 ATPase inh | Rad51 HR inh | FXIa inh
CC(=O)Oc1ccc2c(c1)OC(c1ccccc1)CC21CC(C)(C)NC(=S)N1 (stereo not drawn) | -9 | 0 | 4[fluorescence artefact?] | 39* | -12 | -2 | -8 | . | -6

One compound at a time, as listed above. Screens in order: FXIIa inh	hK5 inh	14-3-3 Bad inh	eIF4E-4G inh	Mdm2 ligase inh	Wee1 degr inh	p97 ATPase inh	Rad51 HR inh	FXIa inh
CCOc1ccc(NC(=O)C(C)Sc2nnc(C)n2C)cc1 (stereo not drawn) as listed: 14	-8	0[fluorescence artefact?]	4[fluorescence artefact?]	-13	-2	-5	-1	6
C(=C\CSc1nnnn1-c1ccccc1)/CSc1nnnn1-c1ccccc1 as listed: 13	-15	-3	-10	-9	-1	2	-10	1

From PubChem
